Source: PubChem
PTPN22 inh 2: inhibitors of human LYP (PTPN22) phosphatase | Q9Y2R2 | recombinant LYP catalytic domain, DiFMUP fluorescence | inhibition, % at 2 µM | 96,000 compounds, 0.21% hits;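 active means inhibition at 2 µM at or above a set limit, the screen mean plus 3 SD, cut at about 24% in these data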;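 further: 0% = DMSO with enzyme and 100% = enzyme fully blocked by orthovanadate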
Target sequence (Q9Y2R2 whole entry, looked up, the tested form may be a part): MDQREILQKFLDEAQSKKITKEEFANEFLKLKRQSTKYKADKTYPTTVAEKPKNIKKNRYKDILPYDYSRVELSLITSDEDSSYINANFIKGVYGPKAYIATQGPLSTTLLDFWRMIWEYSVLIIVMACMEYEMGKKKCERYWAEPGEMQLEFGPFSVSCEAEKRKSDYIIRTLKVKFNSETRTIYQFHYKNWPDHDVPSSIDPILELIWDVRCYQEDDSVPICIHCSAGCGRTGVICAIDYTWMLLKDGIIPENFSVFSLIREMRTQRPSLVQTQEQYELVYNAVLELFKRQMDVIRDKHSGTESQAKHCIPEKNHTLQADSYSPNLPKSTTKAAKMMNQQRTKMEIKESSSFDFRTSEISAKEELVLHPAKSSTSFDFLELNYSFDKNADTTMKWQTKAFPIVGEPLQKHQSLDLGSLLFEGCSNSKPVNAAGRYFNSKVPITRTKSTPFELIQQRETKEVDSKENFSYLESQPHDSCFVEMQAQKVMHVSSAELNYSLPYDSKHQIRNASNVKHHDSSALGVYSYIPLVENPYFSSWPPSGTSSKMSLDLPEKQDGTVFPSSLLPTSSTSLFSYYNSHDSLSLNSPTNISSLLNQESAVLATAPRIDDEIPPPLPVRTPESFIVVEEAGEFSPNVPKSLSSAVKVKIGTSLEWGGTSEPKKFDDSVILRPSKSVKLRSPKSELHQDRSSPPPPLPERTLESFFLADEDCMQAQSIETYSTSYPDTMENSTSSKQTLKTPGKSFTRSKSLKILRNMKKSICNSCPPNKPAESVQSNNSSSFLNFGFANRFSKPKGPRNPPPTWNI
PostGolgi yeast: growth inhibition of a yeast mutant, post-Golgi transport screen; AID 739; inhibition, % at 10 µM; post-Golgi transport phenotypic cell assay; 98,000 compounds, 0.9% hits;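 further: yeast cells grown in 1536-well plates; yeast grown about 18 h at 30C before absorbance read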
Pyk2 oligo antag: Pyk2 (human) oligomerization antagonism | Q14289 | Q293 cells, Pyk2 FERM NanoBiT luminescence; stronger effect = lower value | z-score (the deposit names both 25 µM and 10 µM) | 99,000 compounds, 0.83% hits;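 active means Z-score of -3 or lower, scaled per plate to the spread of control and sample wells; inactive means z-score above -3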;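 further: negative z-score means lost luminescence so less FERM oligomerization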
E coli WT exp: blocks growth of wild type E. coli BW25113. OD600 absorbance. AID 710. 98,000 compounds, 0.15% hits. growth inhibition, % at 100 µM;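 active means growth inhibition above about 50% at one test dose, limit read from the data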;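 further: growth measured after 20 h incubation at 37 °C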
LYP act: activators of human LYP (PTPN22) phosphatase; 96,000 compounds, 0.11% hits; activation, % at 2 µM; recombinant LYP, DiFMUP fluorescence; 0 = plate median, 100 = signal doubled;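 active means activation at 2 µM above a set limit, the mean plus 5 SD, cut at about 37% in these data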
CYP2C9 act: CYP2C9 (human) activation; P11712; recombinant CYP2C9, luciferin-H conversion, luminescence; stronger effect = higher value; factor 1 = untreated enzyme, 0 = blocked; activation factor at 5 µM; 96,000 compounds, 1.4% hits; AID 1024;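 active means activation factor of 2 or more for CYP2C9 at a 5 µM dose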;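 further: 0 = sulfaphenazole-blocked wells and 1 = vehicle-only wells; values of inactives mirror those of a sister screen read the other way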
DAT uptake mod: human DAT dopamine uptake with cocaine, either direction; B-score at 10 µM; Q01959; LLC-PK1 hDAT cells, [14C]-dopamine uptake with cocaine IC80; actives deviate in either direction; 110,000 compounds, 1.3% hits; AID 449768;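 active means Z score or B-score, a plate-position-corrected score, falls beyond the plate's 99.7% confidence bounds, in either direction; inactive means both scores lie inside the 99.7% bounds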;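 further: scored against the spread of the other compound wells on the same plate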
PostGolgi ctrl: yeast control strain growth, post-Golgi counter-screen. efflux-deficient yeast background strain, growth absorbance A615, 16 h. inhibition, % at 10 µM. 98,000 compounds, 5% hits
CYP2C9 inh: inhibitors of human CYP2C9; P11712; CYP2C9 Supersomes, luciferin-H conversion, luminescence; inhibition, % at 5 µM; 96,000 compounds, 20% hits;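 active means blocking of liver enzyme CYP2C9 beyond about 50% at 5 µM, limit read from the data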; further: values of inactives mirror those of a sister screen read the other way
Numbers without * were called inactive; x = no result given. Unless noted, no stated cut-off is given here; in the data, active means inhibition above about 30%; inactive means the rest.

SMILES	PTPN22 inh 2	PostGolgi yeast	Pyk2 oligo antag	E coli WT exp	LYP act	CYP2C9 act	DAT uptake mod	PostGolgi ctrl	CYP2C9 inh
COc1ccc2nc(SCC(=O)Nc3ccc(S(=O)(=O)N4CCCC4)cc3)c(C#N)cc2c1	1	12	-1.9	-4	-1	0.1	0.82	33*	91*
O=C(CC1Oc2ccccc2NC1=O)NC1CC1 (centres undefined)	3	1	x	-11	-6	1.2	x	2	-24
CC1CCCCC1NS(=O)(=O)c1ccc(S(=O)(=O)N2CCCC2)cc1 (centres undefined)	0	0	0.62	2	-3	0.2	-5*	21	79*
CC1CN(S(=O)(=O)c2ccccc2)CC(C)O1 (centres undefined)	2	-1	-0.34	1	-3	1	-0.44	-1	0
CCC(c1nnnn1C(C)(C)CC)N(CCCN1CCOCC1)Cc1cc2cccc(C)c2[nH]c1=O (centres undefined)	3	0	1.7	0	-2	0.8	0.53	13	18
O=C(OCc1ccccc1)/C(=C/c1ccc(Cl)cc1)NC(=O)c1ccccc1Cl	1	-4	0.18	-20	2	0.9	-2.2	4	14
CN1CCN(S(=O)(=O)c2ccc3[nH]cc(C(=O)O)c(=O)c3c2)CC1	-14	-1	0.21	0	13	1	0.00036	9	2
Cn1c(=O)c2cc(S(=O)(=O)NCCC(=O)NCC3CCCO3)ccc2n(C)c1=O (centres undefined)	2	-2	-0.15	-3	-3	0.8	-0.059	13	15
Nc1nonc1NC(=O)CSc1ncccc1C(=O)O	-5	-3	-0.71	0	8	1	-1	12	-4
Cc1ccc(CNC(=O)Cc2cccs2)cc1	3	-2	0.12	10	0	1	0.043	15	-4
NC(Cc1ccc2nsnc2c1)C(=O)O (centres undefined)	4	x	0.97	x	-3	x	0.73	x	x
O=C(c1sccc1-n1cccc1)N1CCCC1	0	21	-0.69	1	0	1.2	0.26	8	-24
CC(C)CCN(C)C1CCN(S(=O)(=O)c2cccc(C(F)(F)F)c2)CC1	x	24	0.71	3	x	0.7	x	7	28
Cc1ccc(OCC(=O)Nc2ccc(N(C)C)cc2)cc1	3	6	-0.36	-4	-3	0.9	0.028	-2	12
CCC1(CC)Cc2ccccc2C(CC(=O)N2CCOCC2)=N1	1	8	0.78	0	-1	0.9	0.16	10	12
O=C(Cn1cc2c(n1)CCCCC2)Nc1c(F)c(F)cc(F)c1F	11	-2	x	5	-14	0.9	0.64	12	15
CN(C)C(=O)Cn1nc(-c2ccccc2)c2ccccc2c1=O	-9	-1	2.2	-4	7	1	-0.54	4	4
CCOc1ccccc1NC(=O)C1CCN(S(=O)(=O)c2c(C)noc2C)CC1	-14	-9	-0.33	-4	10	1.4	0.18	3	-40
O=C(COC(=O)c1ccccc1C(=O)c1ccc(Cl)c([N+](=O)[O-])c1)NC1CCCCCC1	15	-5	-0.93	-7	-15	0.6	-0.58	12	39
COc1ccccc1N1CCN(C(c2cc3cc(C)ccc3[nH]c2=O)c2nnnn2C2CCCC2)CC1 (centres undefined)	7	-3	0.55	-6	-10	1.2	1.2	0	-18
CCN(CC)S(=O)(=O)c1ccc2c(c1)nc(CCC(=O)Nc1ccccc1Cc1ccccc1)n2CC	10	2	-0.63	-5	-11	0	0.12	-2	100*
CC(=O)Nc1ccc(S(=O)(=O)NCC2CCC(C(=O)N3CCN(c4ccccn4)CC3)CC2)cc1 (centres undefined)	-2	-3	-0.05	-2	1	0.6	-0.063	-1	43
N#CCCn1nc(-c2ccccc2)cc1Nc1ccccc1NC(=O)c1cccs1	x	1	-1.4	-25	x	0	0.63	-4	96*
COC(=O)c1ccccc1NC(=O)c1cc(-c2ccc(O)cc2)on1	2	0	x	-2	-2	1.6	-0.21	17	-59
CC1=CC(c2ccc(Cl)cc2)n2nc(NC(=O)c3ccccc3)nc2N1 (centres undefined)	-3	0	0.45	4	5	0.6	0.099	-3	43
CCOC(=O)c1ccc2c(c1)N(Cc1ccccc1C)C(=O)c1ccccc1S2=O (centres undefined)	-3	2	-0.85	-9	0	x	x	31*	x
NC(=O)C1CC(=O)N(c2ccc(OCC(=O)Nc3cccc(C(F)(F)F)c3)cc2)C1 (centres undefined)	9	-5	-0.41	6	-8	0.7	0.39	1	32
CC(C)C(c1nnnn1CC1CCCO1)N1CCN(C2CCCC2)CC1 (centres undefined)	x	-6	-0.01	2	x	1.1	0.29	-2	-8
CCCOc1ccc(C(C)=O)cc1CC(C(N)=O)C(N)=O	9	-1	0.02	7	-8	1	x	3	-4
COCCCNS(=O)(=O)c1ccccc1	-7	1	0	0	5	1	-2.2	1	1
Cc1ccc(CNC(=O)c2oc3ccc(S(=O)(=O)N4CCC5(CC4)OCCO5)cc3c2C)cc1	4	-13	-0.83	-11	0	0.3	0.9	14	65*
COc1cccc(C(=O)Nc2nc3c(c(=O)[nH]2)CCCC3)c1	8	-4	-0.34	-5	-8	0.6	0.069	16	43
CCCCN(C)C1=Nc2cccc3cccc1c23	-12	-6	0.31	-1	8	1.1	x	3	-6
CC(OC(=O)c1snc(C(=O)NC2CCCCC2)c1N)C(=O)NC1CCCCC1 (centres undefined)	2	x	1.4	x	-3	x	1	x	x
CC(=O)Nc1ccc(S(=O)(=O)NCCNC(=O)c2ccccc2F)cc1	-4	-8	-0.02	-3	6	0.9	-0.16	0	10
N#CC(c1ccc(Cl)nn1)c1ccc(Cl)cc1Cl (centres undefined)	-17	-1	-0.36	3	18	0.6	0.3	21	39
O=C(CCn1c(=O)sc2ccccc21)NCCC1=CCCCC1	x	x	0.26	x	x	1.7	-0.026	x	-75
COc1cc(OC)cc(-c2nc(-c3ccccc3)no2)c1	0	2	-0.65	-8	-1	1.2	1.2	4	-23
COC(=O)c1ccc(COC(=O)C23CC4CC(CC(O)(C4)C2)C3)o1	-4	-2	0.73	-2	0	0.8	-0.28	-4	24
O=C(COC(=O)c1ccccn1)Nc1ncc(C(F)(F)F)cc1Cl	x	0	0.96	2	x	0.8	0.018	-2	20

Single entries from the entries so far:
`N#CCCn1nc(-c2ccccc2)cc1Nc1ccccc1NC(=O)c1cccs1` @ Pyk2 oligo antag: -1.4
`CC(OC(=O)c1snc(C(=O)NC2CCCCC2)c1N)C(=O)NC1CCCCC1` (centres undefined) @ Pyk2 oligo antag: 1.4

(list continues)
SMILES	PTPN22 inh 2	PostGolgi yeast	Pyk2 oligo antag	E coli WT exp	LYP act	CYP2C9 act	DAT uptake mod	PostGolgi ctrl	CYP2C9 inh
Brc1ccc(C2=Nn3c(nnc3-c3cccnc3)SC2)s1	-9	-6	0.83	-5	8	1	-0.42	-5	-1
N#Cc1cc(Sc2ccccn2)c(Sc2ccccn2)cc1C#N	-8	5	-1.4	-16	6	0.9	-0.84	0	6
c1ccc(OCCSc2nc3ccccc3[nH]2)cc1	13	x	1.9	x	-13	x	-0.031	x	x
COc1ccc(OC)c2c(C)cc(N3CCN(C(=O)c4ccc(F)cc4)CC3)nc12	-5	15	-0.64	-8	2	0.8	0.53	23	19
COc1ccc(-c2nc(CS(=O)(=O)CC(=O)Nc3ccc(Cl)cc3)c(C)o2)cc1	x	-9	x	6	x	0.7	0.27	-9	26
COc1cccc(OCc2nnc(SCC(=O)NCc3ccco3)n2CCc2ccccc2)c1	10	2	-0.33	-16	-8	0.1	-0.38	7	91*
CC(C)c1ccc(NC(=O)N(CCc2nc3ccccc3[nH]2)C2CCCC2)cc1	8	8	-1.8	-1	-7	0.7	0.66	16	34
Cc1c(N2C(=O)c3ccc(Br)cc3C2=O)c(=O)n(-c2ccccc2)n1C	6	-6	-0.44	2	-3	0.9	-0.2	5	14
CCOc1ccc(CCNC(=O)C(C)n2nc(C)n3c(cc4occc43)c2=O)cc1OCC (centres undefined)	x	-2	0.53	1	x	0.4	-1.3	0	62*
O=C(Nc1ncc(Cc2cc(Cl)ccc2Cl)s1)c1ccc([N+](=O)[O-])cc1	1	7	-1	-4	0	1.5	0.5	31*	-50
Brc1ccc(-c2nnc(-c3ccc4c(c3)OCO4)o2)o1	-8	6	-2.2	5	3	0.7	-0.17	11	28
CCOc1ccc(C2=Nn3c(nnc3-c3ccccn3)SC2)cc1	-3	12	-0.41	-6	2	0.9	1.2	8	5
COc1ccc(NC(=O)c2cccc(NC(=O)C3C4CC5OC(=O)C3C5C4)c2)c(OC)c1 (centres undefined)	7	-7	-0.3	1	-7	1	0.3	10	5
COCc1cc(C)nc(SCC(=O)Nc2ccc(C)c(C)c2)c1C#N	x	-10	-0.57	0	x	1	0.27	3	-2
Cc1nnc(SCC(=O)NCc2ccco2)n1Cc1ccccc1	2	13	-0.33	-11	0	1.1	-0.75	5	-5
COc1ccccc1N1CCN(CC(=O)Nc2ccc(C)c(F)c2)CC1	-7	-1	1.6	-4	6	0.9	0.19	10	15
Cc1nc2sc(C(c3cccs3)N3CCN(c4cccc(Cl)c4)CC3)c(O)n2n1 (centres undefined)	x	-1	x	-1	x	x	1.9	48*	x
O=C(O)c1ccc(-n2c(-c3cc(-c4ccco4)[nH]n3)n[nH]c2=S)cc1	7	-5	-0.19	5	-5	0.9	0.71	10	12
Fc1ccc2c(c1)[C@H]1OCC[C@H]1[C@@H](c1ccco1)N2	-5	6	-0.18	2	4	x	0.055	5	x
Cn1nnnc1SCC(=O)c1cccs1	-7	2	1.3	1	5	1	-0.5	2	4
COc1cc(NC(=S)Nc2ccc(S(=O)(=O)N3CCOCC3)cc2)cc(OC)c1OC	8	-1	0.31	0	-3	0.8	-0.86	10	16
CCOC(=O)c1[nH]c2ccc(F)cc2c1NC(=O)CN1CCN(C/C=C/c2ccccc2)CC1	15	-3	0.12	0	-15	0.4	x	12	59*
COC(=O)C1C(c2ccccc2)C(C(=O)OCc2ccco2)C1c1ccccc1 (centres undefined)	-7	x	-2.6	x	6	x	-0.043	x	x
O=C1c2ccccc2C(=O)C1c1ccncc1	-2	-4	0.93	11	0	0.1	-0.5	-3	91*
CCCN1CCN(CCCNC(=O)C2CCN(c3nnc(-n4cccc4)s3)CC2)CC1	0	-6	0.09	6	-3	1.1	-0.2	-3	-6
c1coc(-c2nnc(-c3ccc4c(c3)OCO4)o2)c1	2	1	x	13	-4	0.6	0.1	3	40
CCOC(=O)c1c(CN2CCC(C)CC2)oc2ccc(OC)cc12	9	1	-0.91	21	-8	0.8	1.8	-5	23
O=C(Nc1ccc(-c2csc(-c3ccccc3)n2)cc1)c1ccccc1Cl	-3	2	-0.95	-2	5	0.9	-0.45	8	11
O=C(NCC1CCCO1)c1cc(-c2ccco2)nc2ccccc12 (centres undefined)	-8	8	0.75	6	8	1	-0.05	9	2
Cn1c(C(=O)N2CCN(Cc3ccc4c(c3)OCO4)CC2)cc2sccc21	0	7	-0.37	-21	1	1	0.71	2	4
CN1CCc2c(sc(N)c2C(N)=O)C1	-6	-1	0.15	1	3	1	0.063	2	-2
N#CCN1CCN(CC(=O)Nc2ccc(OCc3ccccc3)cc2)CC1	7	-3	0.01	11	-4	0.6	-0.73	0	44
COC(=O)c1cccc(Nc2ncnc3ccc(C)cc23)c1	-1	-2	-0.66	-2	1	0.6	0.21	5	37
COc1cccc(-c2cc(C(=O)Nc3ccccc3SC)no2)c1	-6	8	-0.83	-18	4	1.7	0.0099	-1	-69
O=C(OCC(=O)N1CCc2ccccc21)c1cccnc1Cl	-6	5	1.1	1	9	1	-1.1	4	2
CC(C)(C)NC(=O)C(c1ccsc1)N(CCc1ccccc1)C(=O)Cn1nnc2ccccc21 (centres undefined)	14	7	0.85	-1	-12	1.1	-0.071	27	-13
O=c1c2ccsc2ncn1Cc1cccc(C(F)(F)F)c1	6	16	1.1	7	-2	0.5	-1.9	1	53*

Limited to Pyk2 oligo antag (4 entries from above):
molecule,Pyk2 oligo antag
COc1cc(NC(=S)Nc2ccc(S(=O)(=O)N3CCOCC3)cc2)cc(OC)c1OC,0.31
N#CCN1CCN(CC(=O)Nc2ccc(OCc3ccccc3)cc2)CC1,0.01
CCCN1CCN(CCCNC(=O)C2CCN(c3nnc(-n4cccc4)s3)CC2)CC1,0.09
CCOC(=O)c1c(CN2CCC(C)CC2)oc2ccc(OC)cc12,-0.91

Not a hit list; 24% or so of the library scored in one or more.
